aSyn 5UTR inh – MLPCN primary screen, SNCA 5' untranslated region; alpha-synuclein 5'UTR reporter, inhibitor activity; inhibition, % (tested at 7.5 µM); 300,000 compounds, 0.82% hits; in the data active = inhibition above about 60%; inconclusive = no clear call, values can overlap the other calls;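 note: H4 neuroglioblastoma cells stably carrying SNCA 5'UTR luciferase fusion; 0% = DMSO wells and 100% = positive control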
GSK3A inh – blockers of GSK3A enzyme activity – biochemical, luminescence, cell-free homogeneous, HTS, primary screen | Glycogen synthase kinase-3 alpha (Homo sapiens), P49840 | GSK-3 alpha kinase, ADP-Glo luminescence, 60 min | inhibition, % at 10 µM | 320,000 compounds, 0.1% hits | AID 2650, 2010;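 in the data active = inhibition above about 50%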;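 note: GST-tagged GSK-3 alpha with peptide substrate and 25 µM ATP; 0% = DMSO neutral wells and 100% = GW8510 positive control wells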
Target sequence (P49840 whole entry, looked up): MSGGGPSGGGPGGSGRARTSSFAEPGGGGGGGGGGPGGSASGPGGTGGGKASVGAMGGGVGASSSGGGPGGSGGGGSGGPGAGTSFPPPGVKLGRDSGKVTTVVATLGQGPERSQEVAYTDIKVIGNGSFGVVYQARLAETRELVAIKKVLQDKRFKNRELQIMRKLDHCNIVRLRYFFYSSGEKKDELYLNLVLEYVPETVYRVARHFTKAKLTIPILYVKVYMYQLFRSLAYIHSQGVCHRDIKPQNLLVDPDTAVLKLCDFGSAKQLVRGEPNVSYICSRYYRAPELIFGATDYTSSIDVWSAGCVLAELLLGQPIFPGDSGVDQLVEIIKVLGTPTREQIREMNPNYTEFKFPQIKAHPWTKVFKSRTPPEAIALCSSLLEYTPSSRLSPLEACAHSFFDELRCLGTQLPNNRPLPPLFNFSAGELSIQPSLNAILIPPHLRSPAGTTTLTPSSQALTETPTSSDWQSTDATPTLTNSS
HSF-1 act – HSF-1 activators, primary screen, NIH3T3-HGL cells, MG132 stress, luminescence, single point. AID 504408, 2011. activation, % at 9 µM. NIH3T3-HGL HSF-1 luciferase reporter, 8 h; 100% = twice DMSO control signal. 300,000 compounds, 1.7% hits;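 active = mean replicate activation of at least 50% with a set share of replicates each reaching 50%; inconclusive = only one of those two conditions met; inactive = mean below 50% and too few replicates reaching it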;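 note: 0% = median of the neutral control wells and 100% = twice that signal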
IEC-6 tox – cytotoxicity in IEC-6 intestinal epithelial cells, primary screen, cytotoxicity control for KLF5 inhibitor project, cell-based, luminescence; IEC-6 cytotoxicity, luminescence viability; inhibition, % at 5 µM; 290,000 compounds, 0.78% hits; AID 1825, 2009; in the data active = inhibition above about 22%;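 note: 0% = plate median of test compound wells and 100% = cytotoxic reference compound wells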
HSP90 refold inh – HSP90 inhibitors, primary screen, cell lysate, luminescence. Rabbit reticulocyte lysate, luciferase refolding luminescence, 3 h. inhibition, % at 5.6 µM. 290,000 compounds, 0.91% hits. AID 1789, 2009;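 active = inhibition above the screen-wide mean plus 3 SD, computed separately per campaign, cut at about 16% in these data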;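 note: 0% = DMSO wells and 100% = 60 µM geldanamycin wells; inhibitors lower the luminescence because luciferase stays unfolded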
PolyA inhibitor – polyadenylation inhibitors in yeast reporter cells, primary screen, luminescence, S. cerevisiae. S. cerevisiae SKY197-pL101 polyadenylation reporter, beta-gal luminescence; efflux-impaired pdr1/pdr3 knockout yeast; score 100 = 6 SD above DMSO. calls only at 12 µM. 300,000 compounds, 0.02% hits;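 active = lowest replicate activity score at least 50, where 100 means six control SD above control mean; inconclusive = lowest score under 50 but half or more replicates reach 50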;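 note: yeast exposed to compound for 9 h at 30 °C; higher score means more reporter readthrough which indicates perturbed polyadenylation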
KLF5 inhibitor – KLF5 expression inhibitors, primary screen, DLD-1 cells, luminescence | DLD-1 KLF5 promoter-luciferase reporter | 290,000 compounds, 0.23% hits | inhibition, % at 5 µM | AID 1700, 2009;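 active = inhibition above a per-plate limit of that plate's mean compound inhibition plus 3 SD, cut at about 60% in these data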;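 note: 0% = DMSO wells and 100% = LY294002 at 200 µM; higher means less KLF5 promoter-driven luciferase light; inactives centre near -14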
HSF1 inh – HSF1 inhibitors in luciferase reporter cells, primary screen, cell-based, NIH3T3, luminescence | NIH3T3-HGL HSE-luciferase, MG132-induced, luminescence 8 h; active compounds read low | activity change, negative = inhibition, % at 7.5 µM (by protocol) | 300,000 compounds, 0.77% hits;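 active = more than half of replicate wells show activity change below -50%, luminescence cut by over half; inconclusive = some wells, but at most half, below -50%; inactive = no replicate well below -50%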;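 note: luciferase reports HSF-1 transcriptional activity via heat shock element; 0% = median of DMSO wells and -100% = zero luminescence signal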
GSK3B inh – human GSK3beta kinase inhibitors, primary screen, biochemical, cell-free homogeneous, HTS | GST-GSK3beta kinase, ADP-Glo luminescence, 60 min; active compounds read low | activity score (negative = inhibition), % at 10 µM | 300,000 compounds, 0.038% hits | AID 2097, 2009;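 active = more than half of replicate wells score below -50%, meaning over 50% inhibition versus plate controls; inconclusive = some replicates but at most half score below -50%; inactive = no replicate scores below -50%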;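 note: 0% = median DMSO wells and -100% = median GW8510 positive control wells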
Target sequence (P49841 whole entry, looked up): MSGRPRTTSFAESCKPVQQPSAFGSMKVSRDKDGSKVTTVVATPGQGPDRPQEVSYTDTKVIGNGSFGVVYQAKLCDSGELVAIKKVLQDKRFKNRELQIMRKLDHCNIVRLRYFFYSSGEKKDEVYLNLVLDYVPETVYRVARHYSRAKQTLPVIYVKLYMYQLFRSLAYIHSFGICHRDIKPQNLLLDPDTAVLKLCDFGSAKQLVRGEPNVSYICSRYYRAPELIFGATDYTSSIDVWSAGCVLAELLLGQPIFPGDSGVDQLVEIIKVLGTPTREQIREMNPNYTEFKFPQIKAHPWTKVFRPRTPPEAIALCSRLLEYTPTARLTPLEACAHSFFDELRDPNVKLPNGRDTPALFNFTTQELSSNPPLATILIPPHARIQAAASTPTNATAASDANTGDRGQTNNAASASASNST
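Assay system: GST-tagged human GSK3beta kinase, cell-free; Input: 1.6 ng GSK3beta; Medium: Tris/MgCl2 kinase buffer; Timing: 60 min enzyme reaction, room temperature; Signal: ADP-Glo luminescence quantifying ADP generated by kinase; Evaluation: score relative to plate controls; Benchmarks: DMSO neutral wells and GW8510 at 20 µM as positive.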
AI-2 QS modul – Vibrio harveyi AI-2 quorum sensing modulators, primary screen, JMH597 strain, luminescence/OD600 ratio; Vibrio harveyi JMH597 AI-2 luminescence/OD600 ratio, 9 h; active compounds read low; strain lacks LuxN and CqsS sensors; 0 = neutral-control median; activity change, % at 7.5 µM; 300,000 compounds, 0.4% hits; in the data active = activity change below about -75%, passing the limit was not always enough; inconclusive = no clear call, values can overlap the other calls;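 note: luminescence divided by OD600 gain over 9 h not by final OD600 alone; inactives centre near 13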
Active calls of the source: *; i = inactive; ? = inconclusive; nt = not tested or not shown.

SMILES	aSyn 5UTR inh	GSK3A inh	HSF-1 act	IEC-6 tox	HSP90 refold inh	PolyA inhibitor	KLF5 inhibitor	HSF1 inh	GSK3B inh	AI-2 QS modul
O=C1C2C3C=CC(C3)C2C(=O)N1CCC(=O)N1CCc2ccccc21 (stereo unspecified)	-1	-1	18	-3	-1	i	-18	9	-1	5
O=C(OCC(=O)N1CCCc2ccccc21)c1cccc(S(=O)(=O)N2CCOCC2)c1	5	-2	3	nt	nt	i	nt	0	2	-4
COc1cc2nc(N(CCCN(C)C)C(=O)c3ccc(S(=O)(=O)N4CCc5ccccc54)cc3)sc2cc1OC	-17	0	-13	nt	nt	i	nt	-6	-2	36
Cc1nnc(SCc2c(Cl)cccc2[N+](=O)[O-])s1	-20	3	8	3	-3	i	-8	6	-1	18
CN(C)c1ccc(C(c2nnnn2C(C)(C)C)N2CCc3ccccc3C2)cc1 (stereo unspecified)	6	nt	11	-8	2	i	15	3	2	10
COc1ccc(O)c(C(=O)c2coc(=N)c(C(=O)Nc3ccc(SC(F)F)cc3)c2)c1	-15	-2	0	-8	-2	i	-30	-6	2	17
COc1cc(NS(=O)(=O)c2ccc(NC(=S)NC(=O)C(C)(C)C)cc2)nc(OC)n1	3	-5	-9	-5	1	i	-10	-11	0	10
CCOc1ncccc1C(=O)OC(C)C(=O)NC(=O)NC1CCCCC1 (stereo unspecified)	-1	0	-3	2	2	i	-10	-1	1	14
CC1CCN(S(=O)(=O)N2CCC(C(=O)NCCN3CCOCC3)CC2)CC1	25	3	4	0	5	i	-11	-4	-2	1
CCc1ccc2oc(-c3ccc(OC)cc3)cc(=Nc3c(C)n(C)n(-c4ccccc4)c3=O)c2c1	-77	-1	-1	-8	11	i	-80	1	-2	6
CC1=CC(C)(C)N(S(=O)(=O)c2ccc(C)cc2)c2ccccc21	41	2	-5	5	1	i	9	-4	1	31
CN1C(=O)C(C)(C)c2cc(S(=O)(=O)N3CCC(C(=O)NCc4ccccc4Cl)CC3)ccc21	14	0	38	4	4	i	-10	16	0	11
CC1(c2cccc(Br)c2)NC(=O)N(CC(=O)Nc2cccnc2Cl)C1=O (stereo unspecified)	8	-1	-1	-4	-3	i	-5	-5	0	13
O=C(O)c1ccc(N2C(=O)Nc3ccccc3N2O)cc1	-10	1	-22	-4	-1	i	17	-21	-5	40
COc1cccc(C(=O)NCc2nnc(SCC(=O)Nc3nccs3)n2-c2ccccc2)c1	8	-2	3	-4	5	i	0	0	1	24
Cc1c(Cl)cccc1NC(=S)NCc1ccco1	8	-1	11	-8	4	i	-8	5	1	5
Cc1ccc(N(CC(=O)NCc2ccco2)S(=O)(=O)c2ccccc2)cc1	-30	-3	6	0	-1	i	4	3	-4	-4
CCCCC(CC)C(=O)N1CCN(C(=O)c2ccco2)CC1 (stereo unspecified)	5	-2	4	5	3	i	28	-4	2	20
Cc1nc(N)sc1C(=O)N/N=C/c1cccnc1	-12	4	-5	-5	-2	i	1	-7	-4	-1
N#C/C(=C\c1cc2c(cc1Br)OCO2)c1ccc(C(=O)O)cc1	-2	2	4	-2	5	i	11	-6	1	3
CC(=O)N1CCN(C(=O)CCc2c[nH]c3ccccc23)CC1	-4	-1	-19	1	-1	i	-24	-7	0	4
Brc1ccc2nc(-c3c[nH]c4ccccc34)cn2c1	-164	4	49	-6	5	i	-151	28	3	11
CC(=O)ON1C(C)(C)Cc2noc(N)c2C1(C)C	21	-4	5	-1	1	i	-25	-8	-3	11
Cc1cc(=O)[nH]c(SCC(=O)c2ccc(C)c(C)c2)n1	-12	-3	15	6	2	i	-1	-2	0	15
COc1ccc(CN2CCNC(=O)C2CC(=O)NCCCn2nnc3ccccc32)cc1C (stereo unspecified)	17	-2	3	-5	2	i	-24	3	nt	19
CC(=O)N1CCN(C(=O)c2cccc(NS(=O)(=O)c3ccc(Br)cc3)c2)CC1	-7	-1	-11	nt	nt	i	nt	-1	4	13
O=C(COC(=O)CCCC1=NS(=O)(=O)c2ccccc2N1)Nc1ccccc1	18	-1	-9	8	1	i	-5	-7	-5	12
Cn1nnc(NC(=O)c2cccs2)n1	-29	0	-24	5	4	i	-22	-12	1	24
CCOC(=O)C(=O)Nc1ccc(S(=O)(=O)Nc2nccs2)cc1	-4	3	12	2	-1	i	-31	-10	0	13
CC(=O)OC[C@H]1O[C@@H](Sc2cccc3cccnc23)[C@H](OC(C)=O)[C@@H](OC(C)=O)[C@@H]1OC(C)=O	11	-2	3	-11	-6	i	-24	-8	4	0
CCCC(=O)N(CCc1ccccc1)Cc1nc2ccccc2c(=O)[nH]1	0	-1	26	6	-3	i	-13	13	2	-7
COC(=O)c1cc(NC(=O)C2CC2)cc(C(=O)OC)c1	-2	-1	18	8	-3	i	4	1	3	-6
COc1ccc(CCNC(=O)Nc2ccccc2[N+](=O)[O-])cc1	-130	0	20	-1	0	i	-80	11	1	-18
COc1cc(OC)c(C(=O)OC(C)C(=O)Nc2cc(C(F)(F)F)ccc2Cl)cc1OC (stereo unspecified)	33	6	17	-6	-2	i	1	5	-1	22
CN1CCN(C(=O)N(c2ccccc2)c2ccccc2)CC1	2	11	7	nt	nt	i	nt	-10	-2	13
CCS(=O)(=O)c1ccc(O)c(NC(=O)Nc2cccc3ccccc23)c1	-14	4	-3	3	0	i	-10	-2	4	?
O=C(O)c1cc(-c2ccccc2)c(N2CCOCC2)s1	13	2	1	-3	-1	i	-5	-1	-5	29
Cc1ccc(C(=O)Nc2ccc3c(c2)ncn3C)cc1	-115	2	35	-5	-2	i	-136	19	-2	43
Cc1ccc(N2CC(C(=O)NCCC3=CCCCC3)CC2=O)cc1 (stereo unspecified)	15	-3	3	nt	nt	i	nt	-3	-3	6
O=C(CCCOc1ccccc1)N1CCN(S(=O)(=O)c2ccc(Cl)cc2)CC1	9	-1	21	nt	nt	i	nt	10	1	11
OC1COC(OCc2ccccc2)C(O)C1O (stereo unspecified)	-1	-2	22	-7	4	i	-25	2	2	9
CCC(C)N(C(=O)c1csnn1)C(C(=O)NC1CCCC1)c1ccc(F)cc1 (stereo unspecified)	2	0	-12	1	1	i	0	10	-4	5
COC(C[C@H](O)C[C@H](O)[C@@H](C)OCc1ccccc1)OC	1	-4	-4	nt	nt	i	nt	2	-2	11
COc1ccc(-n2nc(C(=O)NCC(=O)N3CCCCCC3)c3ccccc3c2=O)cc1OC	-25	-1	46	-3	-2	i	-40	6	0	18
CCN1CCN(C(=O)c2cc(-c3cccnc3)nc3ccc(Br)cc23)CC1	-14	3	19	2	-1	i	12	-1	4	14
Cc1ccc(C(C)C)c(OCC(=O)NN2C(=O)c3ccccc3C2=O)c1	-2	0	-3	-7	-3	i	-37	-8	0	16
Cc1ccc(-c2nn(-c3ccccc3)cc2C(=O)N2CCN(c3ccccn3)CC2)cc1	-45	0	9	-1	2	i	-3	2	-6	7
Cc1cc(C2C(C#N)=C(N)OC3=C2C(=O)CCC3)c(C)s1 (stereo unspecified)	-2	4	1	1	3	i	-12	1	0	7
Cc1ccc(CNC(=O)/C=C/c2ccc(S(=O)(=O)NCc3ccco3)cc2)cc1	1	10	13	3	-3	i	-29	11	1	10
Cc1cc(C(=O)O)cc(Br)c1N	-3	-8	-11	1	3	i	-69	-1	1	13
COc1ccc(N2CC(NS(=O)(=O)c3cccnc3)CC2=O)cc1 (stereo unspecified)	6	0	8	nt	nt	i	nt	3	-1	12
CCN1CC2=C(OC(N)=C(C#N)C2c2cccs2)/C(=C\c2cccs2)C1 (stereo unspecified)	5	2	3	-5	3	i	-22	3	3	11
O=C(NCC1CCCO1)c1cccc(N2C(=O)C3C4C=CC(C4)C3C2=O)c1 (stereo unspecified)	-12	-1	7	-6	-4	i	-12	-2	0	11
O=c1c2ccccc2nc(-c2ccccc2)n1CCCn1ccnc1	3	6	-2	1	-2	i	-2	-1	-1	-1
O=C(NCc1nc2ccccc2[nH]1)c1ccccc1F	-59	0	4	4	2	i	-22	3	0	8
COc1ccc(-c2[nH]ncc2C=O)cc1OC	-4	9	33	4	0	i	-1	11	-1	16
COC(=O)C(NC(=O)c1ccc(F)cc1)(Nc1nc(C)cs1)C(F)(F)F (stereo unspecified)	4	2	-12	3	0	i	1	-2	-5	3
CC1=C(C(=O)OCc2ccc([N+](=O)[O-])cc2)N2C(=O)C(NC(=O)Cc3ccccc3)C2SC1 (stereo unspecified)	21	-1	15	-6	1	nt	-37	1	-21	18
O=C(Nc1ccnn1C1CCN(C(=O)c2cnsn2)CC1)c1cccc(F)c1	-8	0	-9	7	-2	i	-5	1	-3	14
Cc1ccc(NC(=O)Nc2ccc(F)cc2)cc1Cl	-130	0	16	9	-6	i	-106	6	0	10
The list goes on.
SMILES	aSyn 5UTR inh	GSK3A inh	HSF-1 act	IEC-6 tox	HSP90 refold inh	PolyA inhibitor	KLF5 inhibitor	HSF1 inh	GSK3B inh	AI-2 QS modul
Cc1ccccc1NC(=S)NCc1cccn1C	3	4	10	4	3	i	9	0	-5	19
COc1ccc(C(=O)NC(=S)N2CCN(c3ccccc3OC)CC2)cc1OC	36	-1	-9	1	-1	i	-11	1	-1	11
COc1ccc(CCC(=O)OCC(=O)Nc2ccccc2)cc1	-26	0	0	0	0	i	-34	3	1	18
C=C(C)C1CC=C(C)/C(=N/NC(=O)COc2ccccc2C)C1 (stereo unspecified)	21	0	-5	3	3	i	-22	-5	-1	19
CCOC(=O)c1[nH]c2ccccc2c1NC(=O)CCN1CC(C)OC(C)C1 (stereo unspecified)	13	-2	-3	4	2	i	-18	-12	-3	15
C=CCNC(=O)c1ccc(C2SCC(=O)N2Cc2ccccc2)cc1 (stereo unspecified)	6	-3	-11	-1	1	i	-14	-17	0	16
CS(=O)(=O)N(CC(=O)N1CCOCC1)c1ccccc1	-3	-1	42	-1	-5	i	-16	31	2	29
COc1coc(/C=C/C(=O)O)cc1=O	-35	1	18	1	3	i	18	0	-1	2

Compound activity deposited in PubChem by several laboratories.

The list is partial; count on the stated rates, not on these rows.
